GRK2 aptamer HTS = compounds blocking aptamer binding on GRK2 – biochemical, human GRK2, bead flow cytometry, HTS, primary screen | inhibition of aptamer binding, % at 10 µM | Beta-adrenergic receptor kinase 1 (Homo sapiens), P25098 | FAM-aptamer displacement from GRK2 | actives 0.59% (n = 330,000);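 active = inhibition of aptamer binding above 40%, roughly 3 SD of noise, on plates passing a quality check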;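 note: median bead fluorescence of bound FAM aptamer so fluorescent compounds give negative values; no value below 0 was filed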
Fam108B inh = mouse Fam108B serine hydrolase inhibitors, primary screen, counter-screen for RBBP9 inhibitor project, biochemical, fluorescence polarization; recombinant Fam108B, FP-Rh probe fluorescence polarization; inhibition, % at 9.51 µM; actives 0.33% (n = 300,000); AID 1947, 2009;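 active = inhibition above the screen mean inhibition plus 3 SD, computed separately per campaign, cut at about 18% in these data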;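 note: inhibitors lower polarization as less probe binds the enzyme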
CIT2 TOR yeast = modulators of CIT2-GFP expression in yeast, primary screen, S. cerevisiae, GFP fusion, multiplex flow cytometry, MLPCN library; S. cerevisiae CIT2-GFP strain, 3 h; 100 means same as DMSO wells; GFP response vs DMSO, % at 10 µM; actives 0.065% (n = 320,000);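 active = GFP response relative to DMSO above a set limit, near the screen mean plus 3 SD, cut at about 150% in these data; inconclusive = Fewer than 70 cells measured for a yeast strain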;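 note: ratio of well median GFP fluorescence to mean of DMSO wells on the plate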
AGP1-GFP MLPCN = modulators of AGP1-GFP expression in yeast TOR pathway, primary screen, cell-based, multiplex flow cytometry, S. cerevisiae, MLPCN library. 3 h; GFP as percent of DMSO wells. GFP response vs DMSO, % at 10 µM. actives 0.02% (n = 320,000). AID 2066, 2009;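 active = GFP response relative to DMSO above a set limit, near screen average plus 3 SD, cut at about 150% in these data; inconclusive = fewer than 70 cells counted for the yeast strain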;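 note: median GFP channel fluorescence of the gated AGP1 strain per well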
MEX-5 binding = MEX-5 zinc finger RNA-binding disruptors – biochemical, C. elegans, fluorescence polarization, MLPCN library, primary screen; MEX-5/FITC-TCR2 RNA binding; hits give low values; activity score (negative = inhibition of binding), % at 10 µM; actives 0.38% (n = 300,000);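 active = inhibition past about -25% in most replicates, and total fluorescence under double the plate's negative control median, limit read from the data; inconclusive = replicates evenly split on the limit, or fluorescence at least double controls; inactive = too little inhibition in most replicates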;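 note: 0% = DMSO and -100% = 5 µM competing unlabeled TCR2 RNA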
Bcl-xL primary = inhibitors of human Bcl-xL, primary screen, biochemical, fluorescence polarization, HTS | Bcl-2-like protein 1 (Homo sapiens), Q07817 | GST-Bcl-xL / FITC-Bim BH3 peptide fluorescence polarization | inhibition, % at 10.9 µM | actives 0.7% (n = 320,000);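 active = inhibition above the mean of all tested compounds plus 3 SD, cutoff set per campaign, cut at about 30% in these data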;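 note: 0% = DMSO wells and 100% = unlabeled Bim-BH3 peptide competitor; inhibitors lower millipolarization by displacing the labeled peptide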
Target sequence (Q07817 whole entry, looked up): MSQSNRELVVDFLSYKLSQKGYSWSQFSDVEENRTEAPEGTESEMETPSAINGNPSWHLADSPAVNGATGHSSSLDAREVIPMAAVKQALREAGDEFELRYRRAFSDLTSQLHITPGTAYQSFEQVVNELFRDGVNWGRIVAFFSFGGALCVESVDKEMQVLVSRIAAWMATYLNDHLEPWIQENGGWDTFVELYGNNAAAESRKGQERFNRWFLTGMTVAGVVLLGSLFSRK
GLD-1 RNA inh = GLD-1/TGE RNA complex disruptors, primary screen, biochemical, fluorescence polarization. purified GLD-1 + fluorescein TGE RNA. actives 0.44% (n = 320,000). inhibition, % at 5.96 µM. Female germline-specific tumor suppressor gld-1 (Caenorhabditis elegans), Q17339;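 active = percent inhibition above a per-plate cutoff, the plate mean of test compounds plus 3 SD, cut at about 30% in these data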;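 note: 0% = DMSO wells with GLD-1 and probe and 100% = wells lacking GLD-1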
Target sequence (Q17339 whole entry, looked up): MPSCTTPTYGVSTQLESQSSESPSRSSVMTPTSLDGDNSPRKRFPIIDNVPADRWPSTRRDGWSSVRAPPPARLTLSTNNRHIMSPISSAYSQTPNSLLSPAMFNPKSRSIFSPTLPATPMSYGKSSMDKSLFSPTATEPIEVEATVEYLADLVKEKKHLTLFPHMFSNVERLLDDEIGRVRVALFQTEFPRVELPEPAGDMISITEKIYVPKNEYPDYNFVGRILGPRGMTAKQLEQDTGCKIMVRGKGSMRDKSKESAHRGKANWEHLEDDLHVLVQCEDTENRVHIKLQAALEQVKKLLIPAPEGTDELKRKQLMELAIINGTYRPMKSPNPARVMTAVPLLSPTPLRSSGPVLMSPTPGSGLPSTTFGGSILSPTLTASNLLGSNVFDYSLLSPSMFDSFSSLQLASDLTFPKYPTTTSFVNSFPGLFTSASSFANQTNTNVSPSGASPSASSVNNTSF
VLA-4 inh = inhibition in human VLA-4 binding assay, primary screen, VLA-4 allosteric modulator project, MLPCN library, flow cytometry, VLA-4 expressing cells. Integrin alpha-4 (Homo sapiens), P13612. ligand binding flow cytometry. inhibition, % (about 7 µM as worked out from the volumes in the protocol). actives 0.2% (n = 330,000). AID 2557, 2010; in the data active = inhibition above about 50%
MCL1-BIM inh = inhibitors of MCL1 binding to BIM-BH3, primary screen, biochemical, fluorescence polarization; Induced myeloid leukemia cell differentiation protein Mcl-1 (Homo sapiens), Q07820; GST-MCL1 / FITC-Bim-BH3 fluorescence polarization; inhibition, % at 10.9 µM; actives 0.68% (n = 320,000); AID 2057, 2009;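 active = inhibition above the mean inhibition of all tested compounds plus 3 SD, set per campaign, cut at about 40% in these data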;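 note: 0% = DMSO wells and 100% = unlabeled Bim-BH3 peptide control; higher means more loss of mP so more displacement of Bim peptide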
Target sequence (Q07820 whole entry, looked up): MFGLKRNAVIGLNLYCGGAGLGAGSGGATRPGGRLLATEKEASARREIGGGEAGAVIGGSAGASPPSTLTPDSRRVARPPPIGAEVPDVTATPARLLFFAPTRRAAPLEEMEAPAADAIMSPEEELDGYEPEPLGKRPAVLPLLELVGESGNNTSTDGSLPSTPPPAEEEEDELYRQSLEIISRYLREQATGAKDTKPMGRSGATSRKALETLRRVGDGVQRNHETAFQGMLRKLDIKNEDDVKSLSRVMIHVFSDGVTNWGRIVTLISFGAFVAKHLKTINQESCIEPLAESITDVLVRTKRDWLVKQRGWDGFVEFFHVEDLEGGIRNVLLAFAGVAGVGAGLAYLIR
The depositor's hits bear a star; ? = inconclusive; · = not tested or not shown; & = joins results of further samples; [ ] = another dose, or the depositor's remark.

SMILES	GRK2 aptamer HTS	Fam108B inh	CIT2 TOR yeast	AGP1-GFP MLPCN	MEX-5 binding	Bcl-xL primary	GLD-1 RNA inh	VLA-4 inh	MCL1-BIM inh
Oc1cccc(/C=N/Nc2ncnc3c2ncn3Cc2ccccc2)c1	4	0	111	113	-6.9	4	0	19	0
COc1ccc(CCc2nc(C)ccc2O)cc1	1&1	1&3	102&85	96&86	-3.2&3.0	5&4	0&-1	4&-4	-6&5
CCN(CC)CCSc1nnc2c3cc(C)ccc3n(Cc3ccccc3)c2n1	·	-3	80	100	-1.8	7	5	3	4
COc1cc(/C=N/NS(=O)(=O)c2ccc(Br)cc2)ccc1O	0	3	115	93	-3.7	0	-1	-3	8
Cc1cc(Cl)ccc1OCC(=O)NCC(=O)N/N=C/c1ccco1	6	-3	101	101	0.4	1	-1	-1	2
Cn1c(SCC(=O)NCCNC(=O)CSc2nnc(C(F)(F)F)n2C)nnc1C(F)(F)F	0	-2	103	103	2.2	7	6	12	4
N#CCC(=O)c1ccccc1Oc1ccc(Cl)cc1	1	1	85	88	0.2	-1	-6	6	4
O=C1O/C(=C\c2ccccc2)c2ccccc21	0	-1	95	88	-0.4	1	-3	19	2
CCOC(=O)c1c(C)[nH]c(C)c1C(=O)COC(=O)CCc1ccccc1	0	·	90	100	·	·	0	-8	·
O=C(Nc1ccccc1N1CCN(C(=O)c2ccc(Cl)cc2)CC1)c1ccc2c(c1)OCO2	0	-4	94	96	-1.0	6	6	1	6
O=C1NC(CCc2ccccc2)C(=O)N1CCOc1cccc(Br)c1 (centres undefined)	6	7	104	102	-0.8	-16	-2	0	-8
Cc1ccc(S(=O)(=O)NC(=O)COc2ccc(Cl)cc2Cl)cc1	35	4	84	93	1.2	2	0	23	-4
Cc1ccc(NC(=O)CN2C(=O)S/C(=C\c3cc(Cl)c(OCC(=O)O)c(Cl)c3)C2=O)cc1	12	-1	104	103	0.5	10	6	1	8
Cc1ccc(S(=O)(=O)N(CC(=O)NCCC2=CCCCC2)Cc2ccccc2)cc1	0	-5	90	93	2.3	1	1	8	0
Cc1noc(C)c1COc1ccc(C(=O)NCCOc2ccccc2)cc1	0	·	97	99	·	0	11	-8	4
Cc1cc(NC(=O)CN2C(=O)NC(C)(c3ccc(Cl)cc3Cl)C2=O)no1 (centres undefined)	0	·	91	92	·	·	-7	4	·
CCN1CCN(C(=O)c2ccc(N3CC4CC(C3)c3cccc(=O)n3C4)c(NC(=O)c3cc(OC)cc(OC)c3)c2)CC1 (centres undefined)	3	-10	91	95	0.8	1	2	10	-1
Cc1ccc(S(=O)(=O)Nc2nc3ccccc3nc2N2CCc3ccccc3C2)cc1	0	1	99	93	-3.8	6	-7	-14	13
COc1ccc(N2CCN(C(=O)NC34CC5CC(CC(C5)C3)C4)CC2)cc1	0	-1	91	97	-1.1	9	9	-9	10
Cc1cc(=O)n2[nH]c(Nc3cccc(Cl)c3)nc2n1	0	8	105	99	-3.4	5	4	-2	0
Cc1ccc(SCC(=O)c2cc(C)c(OC(=S)N(C)C)c(C)c2)cc1	3	4	97	91	1.8	0	10	-6	7
COc1c2occc2c(OC(C)=O)c2c(=O)cc(C)oc12	0	1	101	97	2.1	5	-10	-5	8
O=C(O)C1CCN(S(=O)(=O)c2cccc3nonc23)CC1	0	2	96	96	-0.9	11	12	21	7
Cn1nc(-c2ccc(Cl)cc2)c2cc(C(=O)NC3CC3)sc21	7	-19	97	100	-2.9	2	4	4	4
CC(C)(C)OC(=O)C[C@@H]1C/C=C\C[C@@H](CC(=O)NCCO)C(=O)N[C@H](Cc2ccccc2)COC1=O	0	·	103	109	·	·	7	-13	·
Cc1ccnc(NC(=O)C(Cc2ccccc2)NC(=O)c2ccccc2)c1 (centres undefined)	0	·	107	109	·	8	0	35	8
S=c1[nH]nc(COc2ccccc2)n1/N=C/C=C/c1ccco1	3	7	101	101	-4.0	-7	10	-5	6
COc1ccccc1CCc1nnc(CCC(=O)NCC2CCCO2)o1 (centres undefined)	0	1	93	105	0.3	7	3	9	8
COc1cc2cc(CN(Cc3cccs3)C(=S)Nc3ccc(C)cc3)c(=O)[nH]c2cc1OC	0	-20	99	95	-1.0	7	9	12	9
COC(=O)C1=C(C)OC(N)=C(C#N)C1c1ccc(OC)c(OC)c1OC (centres undefined)	1	1	102	101	-4.5	7	0	15	2
O=C(CCCn1c(SCC(=O)Nc2ccccc2Cl)nc2ccccc2c1=O)NCC1CCCO1 (centres undefined)	0	-2	99	103	-2.2	-3	-5	9	-2
CCCN1C(=S)c2ccccc2C1c1ccccc1 (centres undefined)	1	-6	107	105	-0.1	6	1	8	10
Cc1ccc(S(=O)(=O)N2CCOCC2)cc1NC(=O)COc1cccc(-n2cnnn2)c1	0	·	107	109	·	-9	3	-23	-13
CC(C)C(NS(=O)(=O)c1cccs1)C(=O)NCCCN1CCCCCC1 (centres undefined)	0	-1	118	105	-2.0	-4	-1	11	-8
COc1cc(/C=N/NC(=O)c2cccnc2)ccc1OCC(=O)Nc1c(C)cc(C)cc1C	3	-1	102	95	-2.5	2	-1	-9	-1
CCCNC(=O)C(NS(=O)(=O)c1ccc2c(c1)c(=O)n(C)c(=O)n2C)c1ccccc1 (centres undefined)	0	1	103	100	0.8	2	4	-3	4
COc1ccc(CNC(=O)[C@H](C)[C@@H]2C[C@@]2(C)[C@@H](NC(=O)OCc2ccccc2)c2ccccc2)cc1OC	0	2	86	89	-2.4	2	7	5	11
COc1ccc(CCNC(=O)c2c(C)nn(CC(C)C)c2Cl)cc1	5	3	91	91	-0.2	-3	-5	4	-1
O=S(=O)(Nc1ccc(Cc2ccncc2)cc1)N1CCCC1	0	3	92	91	0.1	1	-1	-3	4
CS(=O)(=O)c1ccccc1C(=O)NCCC(c1ccccc1)c1ccccc1	0	-2	105	105	2.7	-3	-8	-2	-19
COC(=O)C1CC(=O)N(CCc2c[nH]c3ccccc23)C1 (centres undefined)	2	-1	96	102	0.9	0	-8	31	-4
CC1(C)CC(=O)C(=C2SCCCS2)C(=O)C1	4	2	97	105	1.3	1	-3	8	1
O=C(Cn1cnc2ccccc21)N/N=C/c1ccccn1	0	2	98	101	1.5	2	10	2	5
O=C(NCc1ccc(F)cc1)C(c1ccco1)N(C(=O)c1csnn1)C1CC1 (centres undefined)	0	2	?	?	-0.5	3	6	-8	3
NC(=O)c1cccnc1Sc1ccc(Cl)cc1	2	-1	108	100	-0.2	10	2	13	2
O=C(Nc1ccccc1C(=O)O)c1ccc(NC(=O)c2ccc(Br)o2)cc1	4	-4	94	96	0.3	4	0	11	-1
O=C(Nc1ccccc1)C1=C[C@H](c2csc3ccccc23)C[C@H](OCCCCO)O1	0	-4	86	97	2.1	-5	-3	35	-8
CCC(C)C(NC(=O)c1ccccc1NC(=O)c1ccco1)C(=O)NNC(=O)c1ccc(OC)cc1 (centres undefined)	0	-4	103	101	1.9	-5	-4	6	4
COc1ccc(-n2nnnc2SCC(=O)Nc2nc3c(s2)CCCC3)cc1	0	1	107	104	-0.2	4	-5	7	5
COc1ccccc1C(=O)NCCN1CCN(c2ccccc2)CC1	0	3	100	100	0.5	1	1	16	1
Nc1ncc(Br)cc1S(=O)(=O)NCCC(=O)Nc1cccc(Cl)c1	0	2	95	97	0.7	6	4	3	2
CSCCNCc1cn(-c2ccc(F)cc2F)nc1-c1ccccc1C	0	-4	102	97	2.1	4	1	4	1
CC(c1cccnc1)N(CCN(C)C)C(=O)Nc1ccc(Cl)cc1 (centres undefined)	0	1	106	105	0.2	0	-1	-12	2
O=C(CCN1N=C(c2ccccc2)CCC1=O)NCCCN1CCOCC1	5	-6	106	105	-1.5	1	5	5	3
CN(Cc1ccc(F)cc1)C(=O)CN1C(=O)c2ccccc2S1(=O)=O	2	·	98	97	·	·	0	8	·
CCc1noc(C)c1C(=O)NCCc1ccccc1	1	-2	91	101	0.8	4	4	-1	0
S=C(Nc1ccc(Oc2ccccc2)cc1)Nc1cccnc1	0	3	92	94	1.5	9	1	13	16
Cc1ccc(S(=O)(=O)N2CCOCC2)cc1NC(=O)CSc1nnnn1C1CCCC1	3	·	92	98	·	0	0	-1	-2
Cc1nc2ccccc2n1Cc1ccc(Br)cc1	3	2	92	103	2.0	-1	3	20	5
CC(=NCCCn1ccnc1)c1c(O)n(Cc2ccccc2)c(=O)[nH]c1=O	0	-2	104	100	2.9	2	1	31	-1
Following part.
SMILES	GRK2 aptamer HTS	Fam108B inh	CIT2 TOR yeast	AGP1-GFP MLPCN	MEX-5 binding	Bcl-xL primary	GLD-1 RNA inh	VLA-4 inh	MCL1-BIM inh
CCOc1ccccc1NC(=O)CN1C(=O)C(C)SC(C)C1=O (centres undefined)	3	3	89	89	-1.0	4	9	-2	2
CCCCOc1nc2ccccc2nc1C(C#N)C(=O)NC1CCCCC1 (centres undefined)	0	1	100	101	-5.2	0	-1	16	-3
CS(=O)(=O)c1[nH]nc(-c2ccccc2Cl)c1C#N	0	1	101	113	1.4	3	-2	10	5
CCOC(=O)c1c(NC(C)=O)sc2c1C1CCN2CC1	0	-4	89	92	1.2	-3	1	2	-9
Cc1ccc(CNC(=O)CCSCc2ccccc2C)cc1	29	-1	97	95	0.3	3	5	8	1
CCN1C(=S)N[C@@H](c2cccs2)C(C(=O)OC)=C1C	4	-1	68	76	0.3	6	4	23	12
CCN(CC)C(=S)Nc1ccc2nc3n(c(=O)c2c1)CCCCC3	2	-1	95	97	·	6	12	-2	15
CC(C)Oc1ccc(C2CC(=O)NC3=C2C(=O)CCC3)cc1 (centres undefined)	4	0	99	105	1.8	-3	0	25	-2
Cc1noc(C)c1C(=O)OCC(=O)Nc1ccc(C(N)=O)cc1	0	-2	93	95	0.5	1	-5	8	0
Cc1ccc(S(=O)(=O)NCC(=O)N(CC(=O)NCC2CCCO2)Cc2ccc(Cl)cc2)cc1 (centres undefined)	16	-5	109	101	0.4	6	2	0	2
Cc1ccc(S(=O)(=O)NCCC(=O)Nc2ccc3c(c2)OCO3)cc1	2	1	99	100	2.0	8	-2	-9	10
Cc1cc(=O)[nH]c2c1c(=O)[nH]n2C1CC(C)N(C)CC1C (centres undefined)	2	-1	99	104	-2.5	3	1	6	4
Cc1noc(NS(=O)(=O)c2ccc(NC(=O)CC34CC5CC(CC(Br)(C5)C3)C4)cc2)c1C	2	3	?	26[may fluoresce violet]	-6.2	6	5	-7	9
CCCCCNc1nc(N2CCCC2)c2c(c1C#N)CCN(C)C2	0	4	91	97	-2.2	11	9	3	9
S=C(NCc1ccccc1)N1CCN(c2cccc(Cl)c2)CC1	2	-3	99	104	1.5	2	-8	-6	5
CCOC(=O)C1(Cc2ccccc2C)CCCN(S(=O)(=O)c2cccnc2)C1 (centres undefined)	1	2	90	90	2.2	7	4	11	-4

Source: PubChem
